Dengue virus CPE: Dengue virus cytopathic effect inhibitors, cell-based, CPE readout, HTS (AID 540333). hit rate 3.1% among 10,000. CPE inhibition, % at 20 µM. Dengue virus CPE inhibition in host cells; active compounds read high; in the data active means CPE inhibition mostly above about 9.1%, no sharp cut-off; inactive means mostly below about 7.2%
* marks the source's active call; other numbers are inactive results; i = inactive. This is a subset (hit frequency here may not be typical).

SMILES	Dengue virus CPE
C[C@H](CO)N1C[C@H](C)[C@H](CN(C)C)Oc2ccc(NS(=O)(=O)c3ccc(F)cc3)cc2CC1=O	i
Cc1ccc(C(O)(C(=O)NNc2ccc3ccccc3n2)c2ccc(C)cc2)cc1	i
Cc1c(C(=O)NC(=S)Nc2ccccc2N2CCCC2)cccc1[N+](=O)[O-]	6.2
O=C(c1cnccn1)N(Cc1cccs1)C1(C(=O)NC2CCCCC2)CCCCC1	0.7
COc1cc(NC(=O)CN2CCC(C)CC2)c(C)cc1[N+](=O)[O-]	i
CCSc1nc2ccccc2n1C(=O)/C=C/c1ccc(OC)c(OC)c1	i
Cc1ccc(/C=C(\NC(=O)c2ccccc2)C(=O)OCc2ccccc2)cc1	1.1
COC(=O)c1ccc(-n2c(C)cc(C(=O)CSc3ccc(NC(C)=O)cc3)c2C)cc1	2.4
CCOC(=O)C(=O)Nc1nc(-c2ccccc2)c(-c2ccccc2)o1	0.2
O=C(NCc1ccccn1)C1Nc2ccc(C(F)(F)F)cc2C2C=CCC12 (stereo unspecified)	i
O=C(Nc1nnc(-c2ccco2)o1)c1cccc2ccccc12	i
O=C(Cn1cc(C(F)(F)F)ccc1=O)N/N=C/c1cccc(Cl)c1Cl	0.3
Cc1cccc(NC(=S)NCc2ccc(F)cc2)c1	i
Cc1cc(C(=O)c2ccccc2)c(NC(=O)CCl)s1	i
COc1ccc(CNC(=O)/C=C/C(=O)O)cc1OC	1.0
COC(=O)c1sccc1NC(=O)Cc1ccc(OC)cc1	i
CCCn1nnc2c(=O)oc3ccccc3c21	0.4
CC(C(=O)NCC1CCCCC1)N1CCN(S(=O)(=O)/C=C/c2ccccc2)CC1 (stereo unspecified)	0.6
CCOC(=O)C1CCCN(C(=O)c2ccc(OC)c([N+](=O)[O-])c2)C1 (stereo unspecified)	i
O=C(/C=C\c1cn(-c2ccccc2)nc1-c1ccccc1)Nc1nccs1	i
COc1ccc(OCc2cn3c(C)cc(C)nc3n2)cc1	0.2
Cc1cc2occ(CC(=O)NCc3cccs3)c2cc1C(C)C	1.7
CC(=O)Nc1ccc(C(=O)N(C)C(C(=O)Nc2ccc(C)cc2)c2ccccn2)cc1 (stereo unspecified)	1.8
O=C1c2cccc3cc(Br)cc(c23)C(=O)N1Nc1ccc(Br)cc1	0.4
CC(C)(C)C(=O)Nc1nnc(-c2ccncc2)o1	0.1
SMILES	Dengue virus CPE
C=CCOC(=O)C1=C[C@@H](c2ccc(C(F)(F)F)cc2)C[C@@H](OCCCCO)O1	0.1
O=C(CCCO)N/N=C/c1ccccc1[N+](=O)[O-]	i
CCN(CC(=O)NCCc1ccccc1)S(=O)(=O)c1ccc(C)cc1	0.0
CCCCNC(=S)N(Cc1ccco1)Cc1cc2cc3c(cc2[nH]c1=O)OCCO3	i
COc1ccc(-n2cc(-c3ccccc3)[nH]c2=S)cc1	0.9
CCCCNc1c(-c2ccc(Sc3ccc(OC)cc3)cc2)nc2cc(C)ccn12	0.6
C/C(=N\Nc1ccc([N+](=O)[O-])cc1)c1ccc(-n2nncc2C)cc1	i
COCCNc1nc(CSc2ccccc2)nc2sc(C)c(C)c12	0.2
O=C(CCN1C(=O)S/C(=C/c2ccc(Cl)cc2)C1=O)N1CCOCC1	i
CN1CCN(c2ccc(S(=O)(=O)N3CCCCC3)cc2NC(=O)Cc2ccccc2F)CC1	0.1
COc1ccc(Nc2nc(-c3c[nH]c4ccccc34)cs2)cc1	4.7
COc1ccc(C/C(C)=N/NC(=S)Nc2ccc(C)c(C)c2)cc1	1.3
Cc1cc(C(=O)COC(=O)CNC(=O)c2ccco2)c(C)n1Cc1ccco1	0.8
C[C@@H](NC(=O)c1nc[nH]c1C(=O)OCc1ccccc1)c1ccccc1	1.0
CCC(=O)NC(Cc1ccccc1)c1ccc2c(c1)OCCCO2 (stereo unspecified)	1.2
CC1CCC2C(=O)N(c3ccc(S(=O)(=O)c4ccccc4)cc3)C(=O)C2C1 (stereo unspecified)	0.3
Cc1ccsc1/C=N/n1c(COc2ccccc2)n[nH]c1=S	i
COc1ccc(CCNC(=O)CSc2ccccc2)cc1OC	0.7
C=CCNC(=O)c1cccc2c1C(=O)c1ccc(N3CCCC3)cc1S2(=O)=O	i
C#CCN1C(=O)S/C(=C/c2cc(C)n(CC)c2C)C1=O	1.4
O=C(N/N=C/C=C/c1ccccc1[N+](=O)[O-])c1cc(-c2ccccc2)n[nH]1	2.5
CCOP(=O)(c1ccccc1)C(O)c1ccc(Br)cc1 (stereo unspecified)	i
Cc1cc(C(=O)c2ccc(C(C)(C)C)cc2)c(NC(=O)CCl)s1	i
COc1ccc(C(=O)/C=C2/c3ccccc3CC(C)(C)N2C)cc1OC	i
Oc1c(Br)cc(Br)cc1/C=N/N1CCN(Cc2ccccc2)CC1	0.2

3 compounds out of the list, ordered by count of non-hydrogen atoms, largest number first.
SMILES	Dengue virus CPE
CCCCNC(=S)N(Cc1ccco1)Cc1cc2cc3c(cc2[nH]c1=O)OCCO3	i
CCOC(=O)C1CCCN(C(=O)c2ccc(OC)c([N+](=O)[O-])c2)C1 (stereo unspecified)	i
Cc1cc2occ(CC(=O)NCc3cccs3)c2cc1C(C)C	1.7

An excerpt from above in order of formula weight, high to low.
SMILES	Dengue virus CPE
CN1CCN(c2ccc(S(=O)(=O)N3CCCCC3)cc2NC(=O)Cc2ccccc2F)CC1	0.1
Oc1c(Br)cc(Br)cc1/C=N/N1CCN(Cc2ccccc2)CC1	0.2
O=C1c2cccc3cc(Br)cc(c23)C(=O)N1Nc1ccc(Br)cc1	0.4
CCCCNC(=S)N(Cc1ccco1)Cc1cc2cc3c(cc2[nH]c1=O)OCCO3	i
CCCCNc1c(-c2ccc(Sc3ccc(OC)cc3)cc2)nc2cc(C)ccn12	0.6
CC(=O)Nc1ccc(C(=O)N(C)C(C(=O)Nc2ccc(C)cc2)c2ccccn2)cc1 (stereo unspecified)	1.8
C=CCOC(=O)C1=C[C@@H](c2ccc(C(F)(F)F)cc2)C[C@@H](OCCCCO)O1	0.1
C=CCNC(=O)c1cccc2c1C(=O)c1ccc(N3CCCC3)cc1S2(=O)=O	i
Cc1cc(C(=O)COC(=O)CNC(=O)c2ccco2)c(C)n1Cc1ccco1	0.8
CC1CCC2C(=O)N(c3ccc(S(=O)(=O)c4ccccc4)cc3)C(=O)C2C1 (stereo unspecified)	0.3
O=C(CCN1C(=O)S/C(=C/c2ccc(Cl)cc2)C1=O)N1CCOCC1	i
O=C(N/N=C/C=C/c1ccccc1[N+](=O)[O-])c1cc(-c2ccccc2)n[nH]1	2.5
COCCNc1nc(CSc2ccccc2)nc2sc(C)c(C)c12	0.2
CCOP(=O)(c1ccccc1)C(O)c1ccc(Br)cc1 (stereo unspecified)	i
COc1ccc(C(=O)/C=C2/c3ccccc3CC(C)(C)N2C)cc1OC	i
Cc1cc(C(=O)c2ccc(C(C)(C)C)cc2)c(NC(=O)CCl)s1	i
C[C@@H](NC(=O)c1nc[nH]c1C(=O)OCc1ccccc1)c1ccccc1	1.0
COc1ccc(C/C(C)=N/NC(=S)Nc2ccc(C)c(C)c2)cc1	1.3
CCOC(=O)C1CCCN(C(=O)c2ccc(OC)c([N+](=O)[O-])c2)C1 (stereo unspecified)	i
COc1ccc(CCNC(=O)CSc2ccccc2)cc1OC	0.7
Cc1ccsc1/C=N/n1c(COc2ccccc2)n[nH]c1=S	i
Cc1cc2occ(CC(=O)NCc3cccs3)c2cc1C(C)C	1.7
CCC(=O)NC(Cc1ccccc1)c1ccc2c(c1)OCCCO2 (stereo unspecified)	1.2
COc1ccc(Nc2nc(-c3c[nH]c4ccccc34)cs2)cc1	4.7
C#CCN1C(=O)S/C(=C/c2cc(C)n(CC)c2C)C1=O	1.4
COc1ccc(OCc2cn3c(C)cc(C)nc3n2)cc1	0.2
COc1ccc(-n2cc(-c3ccccc3)[nH]c2=S)cc1	0.9
O=C(CCCO)N/N=C/c1ccccc1[N+](=O)[O-]	i
CC(C)(C)C(=O)Nc1nnc(-c2ccncc2)o1	0.1

The listing continues:
SMILES	Dengue virus CPE
OCCNc1c2ccccc2nc2c(F)c(F)c(F)c(F)c12	i
c1ccc(-c2cn(C[C@H]3CC[C@@H]([C@@H]4CC[C@H](Cn5cc(-c6ccccn6)nn5)O4)O3)nn2)nc1	i
Cc1cc(OCc2cn3cccnc3n2)ccc1Cl	0.0
Cc1cc([N+](=O)[O-])nn1CC(=O)N1CCCc2ccccc21	i
COC(=O)CCC(=O)NC(=S)Nc1sc(C)c(C)c1C(N)=O	0.1
O=C(NCc1nnc(SCC(=O)N2CCCc3ccccc32)n1-c1ccccc1)c1cccc2ccccc12	4.7
S=C(Nc1ccc(Cl)cc1Cl)NC1CCN(Cc2ccccc2)CC1	1.9
O=S(=O)(Nc1nccs1)c1ccc(Nc2nnc(-c3ccccc3)c3ccccc23)cc1	3.8
Fc1ccc2cnc(-c3ccccc3)c(-c3ccc(C(F)(F)F)cc3)c2c1	9.4
CC(=O)c1cc(-c2ccccc2)n(CC(=O)Nc2cccc(C)c2C)c1C	0.5
O=C(N=Nc1c(O)[nH]c2ccccc12)c1ccccc1NS(=O)(=O)c1cccs1	i
O=c1c2ccccc2nc(/C=C/c2ccccc2)n1CCc1ccccc1	0.4
Cc1cc([N+](=O)[O-])nn1CC(=O)N1c2ccccc2CC1C (stereo unspecified)	0.7
CCOCCCNC(=O)/C(C#N)=C/c1ccc(-c2ccc(S(=O)(=O)N3CCOCC3)cc2)o1	0.3
C=CCNC(=O)c1cc(Cl)ccc1[N+](=O)[O-]	i
